From PubChem BioAssay
Shiga toxin inh – blocks Shiga toxin action in Vero cells; Vero cells, Shiga toxin protein synthesis inhibition reporter; inhibition, % at 38.7 µM; 9.2% of 290,000 active; AID 2315; in the data active = inhibition mostly above about 28%, no sharp cut-off; inactive = mostly below about 43%; also: 0% is about no effect
Cycloheximide cs – affects cycloheximide protein synthesis inhibition readout, counter-screen; 12% of 300,000 active; AID 2314; max response, %; cell reporter, cycloheximide protein synthesis inhibition counterscreen; in the data active = max response mostly above about 13%, no sharp cut-off; inactive = mostly below about 14%; also: read at 38.3 µM for the half of the compounds with a filed dose; 0% is about no effect
AmpC no deterg – AmpC beta-lactamase inhibition without detergent; 0.52% of 330,000 active; P00811; AmpC nitrocefin hydrolysis, absorbance 480 nm, 0.0001% Triton; Potency, µM (top dose mostly 57.1 µM), for the others: at the highest dose activity change, negative = inhibition, actives largely listed as inhibitors;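 also: potency is read from the fitted curve at half-maximal effect; plate controls were no compound for no effect and no enzyme for full effect; nearly all actives have a fitted effect of over 20% in size; some results filed as inactive show a strong effect at the top dose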
Target sequence (P00811 whole entry, looked up): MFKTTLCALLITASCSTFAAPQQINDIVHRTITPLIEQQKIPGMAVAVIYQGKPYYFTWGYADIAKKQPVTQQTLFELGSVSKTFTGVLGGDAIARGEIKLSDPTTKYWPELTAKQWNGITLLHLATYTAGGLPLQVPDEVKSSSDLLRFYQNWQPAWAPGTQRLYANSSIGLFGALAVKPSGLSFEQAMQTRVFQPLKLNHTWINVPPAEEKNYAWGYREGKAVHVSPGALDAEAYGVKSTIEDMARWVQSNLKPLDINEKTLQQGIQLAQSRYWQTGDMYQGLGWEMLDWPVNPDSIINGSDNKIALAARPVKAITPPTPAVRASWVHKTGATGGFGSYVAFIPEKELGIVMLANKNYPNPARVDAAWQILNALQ
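20 mM phosphate pH 7.0 + 0.01% (detergent screen) or 0.0001% Triton X-100; 5.3 nM AmpC reagent; cpd preinc 15 min RT; nitrocefin (800 uM stock) to start; A480 q20 s × 4 min; Activity was normalised to no-enzyme and no-compound control wells.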
TbPYK inhibitor – T. brucei pyruvate kinase inhibition. Potency, µM (doses to about 76.8 µM), inactives show top-dose activity, negative = inhibition, hits mostly inhibitors. TbPYK enzyme, Kinase-Glo Plus ATP luminescence, 45 min. 0.12% of 410,000 active. AID 624173; also: potency is read from the fitted curve at half-maximal effect; % is scaled to controls: 0 for no effect and ±100 for the full control effect; nearly all actives have a fitted effect of over 50% in size
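T. brucei PYK with substrate was exposed to pin-transferred compounds across a concentration series, then started with 130 uM ADP (final). After 45 min at room temperature, Kinase-Glo Plus luminescence was read, normalized and curve-fitted.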
LmPK inh – LmPK (Leishmania mexicana) enzyme inhibition; Potency, µM (series often up to 57.5 µM), inactives show at the top dose activity change, negative = inhibition, hits mostly inhibitors; 0.37% of 290,000 active; purified LmPK, Kinase-Glo ATP luminescence, 1 h; Q27686; AID 1721; also: potency is read from the fitted curve at half-maximal effect; % is scaled to controls: 0 for no effect and ±100 for the full control effect
Target sequence (Q27686 whole entry, looked up): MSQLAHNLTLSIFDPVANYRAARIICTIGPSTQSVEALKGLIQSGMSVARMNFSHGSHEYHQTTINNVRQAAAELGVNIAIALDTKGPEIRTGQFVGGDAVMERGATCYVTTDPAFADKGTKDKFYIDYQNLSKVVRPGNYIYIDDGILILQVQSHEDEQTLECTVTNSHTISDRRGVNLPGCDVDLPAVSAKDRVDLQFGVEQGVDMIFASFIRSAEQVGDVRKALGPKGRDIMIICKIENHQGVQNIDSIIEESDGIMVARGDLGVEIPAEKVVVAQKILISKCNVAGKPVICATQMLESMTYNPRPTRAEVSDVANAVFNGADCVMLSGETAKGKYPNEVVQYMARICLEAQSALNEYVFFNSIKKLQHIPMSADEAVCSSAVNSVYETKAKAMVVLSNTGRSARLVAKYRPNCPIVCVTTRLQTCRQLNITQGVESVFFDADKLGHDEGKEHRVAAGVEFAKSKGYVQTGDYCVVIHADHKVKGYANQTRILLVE
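0.1 nM LmPK, 0.5 mM PEP, 0.1 mM ADP; 50 mM imidazole pH 7.2, 7 mM MgCl2, 50 mM KCl; 1 h RT. Kinase-Glo luminescence readout, normalized to no-enzyme (full inhibition) and uninhibited wells.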
Pf growth 48h – P. falciparum growth inhibition at 48 hours (one generation); AID 504832; Potency, µM (doses to about 28.7 µM), for the others: top-dose activity change, negative = inhibition, usual class: inhibitors; 5.9% of 310,000 active; P. falciparum luciferase growth in erythrocytes, 48 h; also: potency is read from the fitted curve at half-maximal effect; % is scaled to controls: 0 for no effect and ±100 for the full control effect
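Erythrocytes infected with P. falciparum carrying an integrated firefly luciferase reporter (2% hematocrit, 0.1% parasitemia final) were exposed to compounds in RPMI 1640 with 0.5% Albumax at 37 C, 5% CO2. Growth inhibition was scored as reduced luminescence.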
Pf growth 96h – P. falciparum growth inhibition at 96 hour, primary screen for plastid delayed-death inhibitors. P. falciparum luciferase reporter growth, 96 h. Potency, µM (series often up to 28.7 µM), for the others: at the highest dose activity change, negative = inhibition, most hits filed as inhibitors. 6.9% of 320,000 active; also: potency is read from the fitted curve at half-maximal effect; % is scaled to controls: 0 for no effect and ±100 for the full control effect
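Delayed-death screen, second-generation endpoint: infected erythrocytes, 2% hematocrit, 0.05% parasitemia final; 96 hours at 37 C, 5% CO2; luciferase detection reagent; luminescence decrease equals reduced growth.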
The depositor's hits bear a star; ? = inconclusive; . = no result given; [ ] = another dose, or the depositor's remark. Unless noted, calls follow the shape of the dose curve; as a rule, active = well fitted curve in the direction sought with a large enough effect; inconclusive = small, poorly fitted or top-dose-only effect, or another doubt; inactive = no such curve, though single readings can be large; an effect the other way counts as inactive or inconclusive.

SMILES	Shiga toxin inh	Cycloheximide cs	AmpC no deterg	TbPYK inhibitor	LmPK inh	Pf growth 48h	Pf growth 96h
COc1cc(OC)c(/C=N/NC(=O)Cn2nc([N+](=O)[O-])cc2C)c(OC)c1	-3	-2	-10%	0%	4%	8%	10%
O=c1c2c(nc3nc(CCc4ccccc4)[nH]n13)CCC2	-10	-3	-1%	7%	-6%	0%	?
COc1ccc(-c2cc(C(=O)OC(C)C(=O)Nc3c(C)n(C)n(-c4ccccc4)c3=O)c3ccccc3n2)cc1 (stereo not given)	-10	-6	98%[activator]	-4%	2%	25%	-1%
Cc1ccc(C(=O)CSc2cc(C)[nH]c(=O)n2)cc1	84*	37*	-40%	0%	-6%	151%[activator]	138%[activator]
COc1ccc(S(=O)(=O)N(C)CC(=O)Nc2ccc(C)cc2)cc1OC	-1	2	-2%[2.29 µM]	-6%	0%	-10%	?
O=C(NCC(=O)N1CCN(c2ccccc2O)CC1)C1CCCCC1	.	.	-4%	0%	.	?	?
CCc1noc2c1/C(=N\O)CC(c1ccccc1)C2 (stereo not given)	32	18	-17%	-4%	4%	8.3µM*	85%[activator]
Cc1ccc(C2C(C#N)=C(N)Oc3c2oc(CO)cc3=O)o1 (stereo not given)	-4	-2	-18%	6%	4%	23%	-15%
C=CCn1c(N)c(S(=O)(=O)c2cccs2)c2nc3ccccc3nc21	-18	8	-17%	-2%	5%	-26%	.
O=C(c1ccc(Cl)c([N+](=O)[O-])c1)N(Cc1ccccc1)C1CCS(=O)(=O)C1 (stereo not given)	-15	-1	-6%	14%	6%	-8%	-1%
COc1ccc(C=NC(CO)C(O)c2ccc([N+](=O)[O-])cc2)cc1 (stereo not given)	-7	14	-24%	-5%	3%	-18%	?
Cc1ccc(S(=O)(=O)N2CCOCC2)cc1NC(=O)CNCC1CCCCC1	-9	-3	3%	-3%	7%	6%	?
COc1cccc(-n2nnnc2SCC(=O)NCCc2ccccc2)c1	18	-5	-5%	-7%	-3%	21%	-6%
O=C(CCCc1ccccc1)Nc1cccnc1Cl	74	10	0%	-9%	-1%	-6%	41%[activator]
c1ccc(CSCc2nc3ccccc3[nH]2)cc1	74*	62*	-19%	6%	-7%	77%[activator]	96%[activator]
Cc1cccc(OP(=O)(Nc2cccnc2)Oc2cccc(C)c2)c1	-11	-5	-3%	3%	7%	?	20%
COc1ccccc1CN1CC(C(=O)N(CCO)Cc2cccs2)CCC1=O (stereo not given)	-7	-3	13%	-7%	-2%	4%	-19%
NC(=O)C(=O)NN=C1C2CC3CC(C2)CC1C3	16	8.0*	-17%	2%	-2%	0%	5%
CCc1c(C#N)c(SCCC(=O)Nc2cccc(OC)c2)nc2c1C(=O)CC(C)(C)C2	-25	-4	-23%	-1%	6%	?	.
COC(=O)C1C(O)=C(C(C)=Nc2cccc3ccccc23)C(=O)CC1(C)C (stereo not given)	11	12	19%	6%	0%	-11%	-3%
C(=N\Nc1nc(N2CCCCC2)nc(N2CCCCC2)n1)/c1c[nH]c2ccccc12	-4	10	-9%	2%	1%	?	6.6µM*
CCN(CC)CC(=O)NCC1(c2ccccc2)CCOCC1	-2	-2	-1%	7%	7%	.	-13%
O=C(O)c1ccc(COc2ccc3ccccc3c2/C=C2/NC(=O)N(Cc3ccc(F)cc3)C2=O)cc1	2	7	-28%	-15%	-1%	8.3µM*	32%[activator]
Cc1cc(NC(=O)CCC(=O)N(CCC(C)C)C(C(=O)NC2CCCC2)c2ccccc2C)no1 (stereo not given)	-2	1	-17%	-1%	8%	?	30%
CC[n+]1c(/C=C/Nc2ccccc2)oc2ccccc21	-12	-5	-26%	-2%	-2%	?	?
COc1ccc(C2CC(c3ccccc3)=NN2C(=O)c2ccc(F)cc2)cc1 (stereo not given)	-2	11	-16%	-2%	11%	12µM*	-24%
O=C(CN1CCCc2ccccc21)N/N=C/c1ccccc1O	-12	7	-26%	9%	0%	-95%	?
Cc1cccc(NC2=NC3(CCCCC3)N=C(N)N2)c1C	-16	-5	-36%	-17%	3%	.	?
O=C(CCc1c[nH]c2ccccc12)NCc1ccco1	-4	-1	-32%	-6%	-3%	23%	0%
N#Cc1c(Cn2cncn2)nc(=O)n(-c2ccc(Cl)cc2)c1N	14	-5	-10%	-5%	-1%	3%	20%
CC(C)(C)NC(=O)CCC1COc2ccccc2O1 (stereo not given)	-27	-3	0%	-2%	-4%	.	51%[activator]
COc1ccc(C(=O)/C=C/c2ccc(N(C)C)cc2)c(OC)c1	30	26*	-13%	0%	1%	?	2.1µM*
Cc1cc(S(=O)(=O)N2CCOCC2)ccc1OCC(=O)NCCCn1ccnc1	-6	-1	-15%	-4%	-1%	-4%	54%[activator]
CCOC(=O)Nc1ccc2c(c1)N(C(=O)CNC)c1ccccc1CC2	-10	4	19%	-6%	-2%	9%	140%[activator]
COc1cc(/C=N/O)cc(Br)c1OCc1ccc(Cl)cc1	9	-2	-41%	5%	3%	-1%	?
CC(=O)c1c(C)[nH]c(C(=O)CSc2nnc(-c3ccccc3)n2Cc2ccc3c(c2)OCO3)c1C	1	-7	-17%	-9%	9%	?	.

Laid out differently: entries from further up.
O=C(CCCc1ccccc1)Nc1cccnc1Cl
  Shiga toxin inh: 74; Cycloheximide cs: 10; AmpC no deterg: 0%; TbPYK inhibitor: -9%; LmPK inh: -1%; Pf growth 48h: -6%; Pf growth 96h: 41%[activator]

CC[n+]1c(/C=C/Nc2ccccc2)oc2ccccc21
  Shiga toxin inh: -12; Cycloheximide cs: -5; AmpC no deterg: -26%; TbPYK inhibitor: -2%; LmPK inh: -2%; Pf growth 48h: ?; Pf growth 96h: ?

Next part:
SMILES	Shiga toxin inh	Cycloheximide cs	AmpC no deterg	TbPYK inhibitor	LmPK inh	Pf growth 48h	Pf growth 96h
COc1ccc(CC(=O)Nc2ccc(C(=O)Nc3nccs3)cc2)cc1OC	30	9	-23%	6%	3%	?	18%
CC(=O)c1ccc(Nc2cc(C)nc3c(C)cc(C)cc23)cc1	-40	-9	-7%	17%	1%	12µM*	?
OCCC1CN(Cc2nc3c(s2)CCCC3)CCN1Cc1ccsc1 (stereo not given)	-6	-1	27%	-1%	8%	-7%	54%[activator]
Cc1cccc(OCc2nnc(SCC(=O)c3cccs3)n2C)c1C	39	21*	15%	5%	4%	-23%	8.3µM*
Cc1ccc(Cl)cc1N1CCN(C(=O)C2CCC(=O)N(C3CCCCCC3)C2)CC1 (stereo not given)	1	-2	20%	5%	-7%	12µM*	?
Cc1c(C(=O)NCCN(C)C)oc2ccc(S(=O)(=O)N3CCC4(CC3)OCCO4)cc12	-2	-3	45%	1%	0%	-13%	5%
O=C(C1CCCCC1)N(CCN1CCCC1)c1nc2ccccc2s1	40	32*	-16%	7%	-1%	47%[activator]	-5%
CC(C)(O)C(=O)N=Nc1c(O)[nH]c2ccccc12	61*	33*	4%	-4%	-8%	112%[activator]	2%
O=C(COc1ccc(Cl)cc1)NCCS(=O)(=O)N1CCN(c2ccc(F)cc2)CC1	29	-3	49%	15%	11%	-30%	32%[activator]
CCOC(=O)/C=c1\s/c(=C\c2ccc3c(c2)OCCO3)c(=O)n1CC(=O)NCC1CCCO1 (stereo not given)	59	2	34%	-11%	-2%	-18%	7%
Fc1ccc(-c2cnn3c(-c4cccs4)ccnc23)cc1	53	15	-27%	-17%	-2%	404%[activator]	490%[activator]
CCOC(=O)N1CCN(Cc2nc3c(c(=O)n(C)c(=O)n3C)n2Cc2ccc(F)cc2)CC1	8	11	197%[activator]	1%	1%	?	?
O=C(c1ccco1)N1CCN(C(=O)c2ccc(-c3ccc(Cl)cc3)o2)CC1	.	.	176%[activator]	2%	.	?	?
O=C(NC12CC3CC(CC(C3)C1)C2)C12CC3CC(C1)CC(n1cnc(Cl)n1)(C3)C2	-14	1	-1%	-1%	0%	?	9%
CC(C)C(=O)Nc1ccccc1C(=O)OCC(=O)c1ccc2c(c1)OCCO2	64*	38*	-11%	12%	0%	82%[activator]	-10%
CC(=O)Nc1ccc(C(=O)OCC(=O)N(c2ccccc2)C2CCS(=O)(=O)C2)cc1 (stereo not given)	.	.	-9%	8%	.	-12%	2%
COc1ccc(CN2C(=NC(=O)C3CC3)SC3CS(=O)(=O)CC32)cc1 (stereo not given)	-6	1	0%	3%	8%	-8%	-15%
CCN(CC)C(=O)c1ccc(NC(=O)COc2ccccc2F)cc1	76*	22*	-3%	-13%	-13%	101%[activator]	255%[activator]
CC(=O)c1ccc(OCCCC(=O)NC2CCCCC2C)cc1 (stereo not given)	-6	-8	2%	3%	3%	-5%	-2%

A draw from above in order of heavy-atom count, highest first:
SMILES	Shiga toxin inh	Cycloheximide cs	AmpC no deterg	TbPYK inhibitor	LmPK inh	Pf growth 48h	Pf growth 96h
COc1ccc(-c2cc(C(=O)OC(C)C(=O)Nc3c(C)n(C)n(-c4ccccc4)c3=O)c3ccccc3n2)cc1 (stereo not given)	-10	-6	98%[activator]	-4%	2%	25%	-1%
Cc1cc(NC(=O)CCC(=O)N(CCC(C)C)C(C(=O)NC2CCCC2)c2ccccc2C)no1 (stereo not given)	-2	1	-17%	-1%	8%	?	30%
CCOC(=O)N1CCN(Cc2nc3c(c(=O)n(C)c(=O)n3C)n2Cc2ccc(F)cc2)CC1	8	11	197%[activator]	1%	1%	?	?
Cc1c(C(=O)NCCN(C)C)oc2ccc(S(=O)(=O)N3CCC4(CC3)OCCO4)cc12	-2	-3	45%	1%	0%	-13%	5%
CC(=O)Nc1ccc(C(=O)OCC(=O)N(c2ccccc2)C2CCS(=O)(=O)C2)cc1 (stereo not given)	.	.	-9%	8%	.	-12%	2%
Cc1cc(S(=O)(=O)N2CCOCC2)ccc1OCC(=O)NCCCn1ccnc1	-6	-1	-15%	-4%	-1%	-4%	54%[activator]
O=C(c1ccc(Cl)c([N+](=O)[O-])c1)N(Cc1ccccc1)C1CCS(=O)(=O)C1 (stereo not given)	-15	-1	-6%	14%	6%	-8%	-1%
COc1ccc(S(=O)(=O)N(C)CC(=O)Nc2ccc(C)cc2)cc1OC	-1	2	-2%[2.29 µM]	-6%	0%	-10%	?
CCN(CC)C(=O)c1ccc(NC(=O)COc2ccccc2F)cc1	76*	22*	-3%	-13%	-13%	101%[activator]	255%[activator]
COc1ccc(C=NC(CO)C(O)c2ccc([N+](=O)[O-])cc2)cc1 (stereo not given)	-7	14	-24%	-5%	3%	-18%	?
O=C(CN1CCCc2ccccc21)N/N=C/c1ccccc1O	-12	7	-26%	9%	0%	-95%	?
CCN(CC)CC(=O)NCC1(c2ccccc2)CCOCC1	-2	-2	-1%	7%	7%	.	-13%
Fc1ccc(-c2cnn3c(-c4cccs4)ccnc23)cc1	53	15	-27%	-17%	-2%	404%[activator]	490%[activator]
CC[n+]1c(/C=C/Nc2ccccc2)oc2ccccc21	-12	-5	-26%	-2%	-2%	?	?
Cc1ccc(C(=O)CSc2cc(C)[nH]c(=O)n2)cc1	84*	37*	-40%	0%	-6%	151%[activator]	138%[activator]
c1ccc(CSCc2nc3ccccc3[nH]2)cc1	74*	62*	-19%	6%	-7%	77%[activator]	96%[activator]
NC(=O)C(=O)NN=C1C2CC3CC(C2)CC1C3	16	8.0*	-17%	2%	-2%	0%	5%
